# Giardia killer: Small Molecules that selectively kill Giardia lamblia: qHTS. Giardia lamblia trophozoite viability. activity change, % at 7.66 µM, hits read low. 340,000 compounds, 0.15% hits; in the data active = activity change below about -80%; inconclusive = between about -30% and that limit;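 also: parasites exposed to compound for two days anaerobically before the ATP read; % is scaled to controls: 0 for no effect and ±100 for the full control effect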
#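 Compounds were tested on trophozoites seeded at 100 cells/well and held 48 hrs at 37 deg C anaerobically. An ATP-based luminescent kit measured the remaining live cells.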
# BCR signal inh: qHTS Assay to Find Inhibitors of Chronic Active B-Cell Receptor Signaling; ABC-DLBCL IkBa-CBG/CBR reporter, luminescence ratio, 4 h; Potency, µM (series often up to 46.1 µM), for inactives: at the highest dose ratio change, negative = lower green/red ratio, hits mostly inhibitors; 340,000 compounds, 0.05% hits; AID 493014, 2011; active = well fitted inhibition curve with a large enough effect in the signal ratio, with a control signal flat, not every such curve was filed as active; inconclusive = small, poorly fitted or top-dose-only effect, or effect the other way, or a change in a side signal; the % refers to the signal ratio;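 also: potency is read from the fitted curve at half-maximal effect; plate controls were basal doxycycline-induced cells for no effect and cells given 10 µM MG132 for full effect; MG132 reads +100%, hits lower the ratio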
#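 Concentration-response series (up to 46 uM) were applied to TMD8 dual-reporter cells for 4 h at 37C with doxycycline. Green/red ratio, after filter-overlap correction, defined %Activity; red signal alone was normalised to basal cells and zero luminescence.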
# A-T KAP1 phos: qHTS Assay for Identifying a Potential Treatment of Ataxia-Telangiectasia; […] A-T fibroblasts, KAP-1 phosphorylation AlphaLISA; neocarzinostatin DNA damage 30 min before lysis; Potency, µM (highest dose often 57.5 µM), for the others: top-dose activation, usual class: activators; 320,000 compounds, 0.19% hits; also: potency is read from the fitted curve at half-maximal effect; % of control where 0% means no effect; nearly all actives have a fitted effect of over 45% in size
#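 ATM-like activity read as KAP-1 phosphorylation via AlphaLISA donor/acceptor antibody pairs after lysis and 6 hr at 25C. Cells were ATM-null patient fibroblasts ([…], hTERT), dosed 60 min, then exposed to the DSB inducer NCS for 30 min.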
# FBPA coupling cs: qHTS Assay for Inhibitors of Fructose-1,6-bisphosphate Aldolase from Giardia Lamblia: Coupling assay counterscreen. coupling enzyme system counterscreen, AmpLite Red fluorescence. activity change, negative = inhibition, % at 58.2 µM, hits read low. 290,000 compounds, 0.67% hits. AID 2472, 2010; in the data active = activity change below about -30%; also: % is scaled to controls: 0 for no effect and ±100 for the full control effect
#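 Compounds tested against the coupling enzymes alone at 57.5 uM final; readout was AmpLite Red fluorescence (525/598 nm) after 20 min at RT.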
# TSHR antag: Antagonists of the Thyroid Stimulating Hormone Receptor: HTS campaign. TSHR-expressing cells, TSH-stimulated cAMP HTRF, 2 h; active compounds read low. activity change, negative = inhibition, % at 11.5 µM. 330,000 compounds, 0.2% hits;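 active = activity change below a set negative limit, meaning inhibition stronger than a set level, cut at about -70% in these data; inconclusive = activity change between two set negative limits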; also: % is scaled to controls: 0 for no effect and ±100 for the full control effect
#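 Freshly harvested TSHR cells receive pin-tooled compound, then EC80 TSH at 4nM final. After 2 hours at 37 deg C, antibody in lysis buffer and cAMP-d2 are added; 30 minutes at ambient temperature precede the HTRF read.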
# MLL CXXC-DNA inh: qHTS Fluorescence Polarization Assay for Inhibitors of MLL CXXC domain - DNA interaction; MLL-CXXC / FITC-HOXA9 DNA fluorescence polarization; Potency, µM (series often up to 115 µM), for the others: top-dose activity change, negative = inhibition, usual class: inhibitors; AID 2662, 2010; 290,000 compounds, 0.037% hits; Histone-lysine N-methyltransferase 2A (Homo sapiens), Q03164; active = well fitted inhibition curve with a large enough effect in the polarisation, with a control signal flat, not every such curve was filed as active; inconclusive = small, poorly fitted or top-dose-only effect, or effect the other way, or a change in a side signal; inactive = no such curve, though single readings can be large or run the other way; the % refers to the polarisation; also: potency is read from the fitted curve at half-maximal effect
#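 Steps: dispense CXXC domain solution (7 uM) → pin compounds or unlabeled HOX-A9 DNA control → 5 min ambient → add FLSN-HOX-A9 solution (50 nM) → spin → 30 min ambient → fluorescence polarization. Tris pH 7.5/NaCl/DTT/BSA buffer.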
# TCR act: Activators of T cell receptors: qHTS campaign; primary human leukocytes, anti-CD3, IL-2 HTRF, 48 h; AID 504894, 2011; 330,000 tested, under 10 active; Potency, µM (highest dose often 9.22 µM), for inactives: at the top dose activation of IL-2 secretion, hits mostly activators; also: % of control where 0% means no effect
#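 TCR engagement came from a-CD3 beads alone, with compounds added to primary human leukocytes for 48 hr. Secreted IL-2 bridged europium cryptate- and d2-labelled anti-IL-2 antibodies, giving FRET emission at 665nm after 320nm excitation.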
# Tb PFK block: qHTS Assay to Find Inhibitors of T. brucei phosphofructokinase; ATP-dependent 6-phosphofructokinase (Trypanosoma brucei brucei), O15648; T. brucei PFK, ADP-Glo luminescence; Potency, µM (highest dose often 57.5 µM), for inactives: at the top dose activity, negative = inhibition, usual class: inhibitors; 330,000 compounds, 0.17% hits; AID 485367, 2010;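 also: potency is read from the fitted curve at half-maximal effect; 0% = uninhibited 1x PFK enzyme wells and -100% = no-enzyme wells; nearly all actives have a fitted effect of over 60% in size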
#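 PFK 1.25 nM, F6P 0.5 mM, ATP 0.1 mM, 0.1 M TEA pH 8.0, 5 mM MgCl2, 0.01% Tween20, 0.1% BSA; 45 min RT. ADP-Glo readout. qHTS titration up to 57 uM; curves fitted, compounds curve-classed.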
# GALK inh: qHTS Assay for Inhibitors of Human Galactokinase (GALK) | 270,000 compounds, 0.007% hits | AID 1868, 2009 | Purified GALK, Kinase-Glo residual ATP luminescence | Potency, µM (titrated, usually from 57.5 µM), without a hit: top-dose activity change, negative = inhibition, most hits filed as inhibitors | P51570; also: potency is read from the fitted curve at half-maximal effect; % is scaled to controls: 0 for no effect and ±100 for the full control effect
#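 The enzyme phosphorylates galactose (100 uM) using ATP (35 uM); inhibition is detected as higher residual ATP, quantified by bioluminescence after 1 h reaction at room temperature, pH 8.0.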
# KCNH2 WT inh: qHTS for Inhibitors of KCHN2 3.1: Wildtype qHTS; U2OS, BacMam KCNH2, thallium flux FluxOr; active compounds read low; activity change, % at 1.84 µM; 340,000 compounds, 0.37% hits; AID 720551, 2013;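 active = maximum activity change below -70%; inconclusive = maximum activity change between -70% and -50%; inactive = maximum activity change above -50%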; also: % is scaled to controls: 0 for no effect and ±100 for the full control effect
# Target sequence (Q12809 whole entry, looked up): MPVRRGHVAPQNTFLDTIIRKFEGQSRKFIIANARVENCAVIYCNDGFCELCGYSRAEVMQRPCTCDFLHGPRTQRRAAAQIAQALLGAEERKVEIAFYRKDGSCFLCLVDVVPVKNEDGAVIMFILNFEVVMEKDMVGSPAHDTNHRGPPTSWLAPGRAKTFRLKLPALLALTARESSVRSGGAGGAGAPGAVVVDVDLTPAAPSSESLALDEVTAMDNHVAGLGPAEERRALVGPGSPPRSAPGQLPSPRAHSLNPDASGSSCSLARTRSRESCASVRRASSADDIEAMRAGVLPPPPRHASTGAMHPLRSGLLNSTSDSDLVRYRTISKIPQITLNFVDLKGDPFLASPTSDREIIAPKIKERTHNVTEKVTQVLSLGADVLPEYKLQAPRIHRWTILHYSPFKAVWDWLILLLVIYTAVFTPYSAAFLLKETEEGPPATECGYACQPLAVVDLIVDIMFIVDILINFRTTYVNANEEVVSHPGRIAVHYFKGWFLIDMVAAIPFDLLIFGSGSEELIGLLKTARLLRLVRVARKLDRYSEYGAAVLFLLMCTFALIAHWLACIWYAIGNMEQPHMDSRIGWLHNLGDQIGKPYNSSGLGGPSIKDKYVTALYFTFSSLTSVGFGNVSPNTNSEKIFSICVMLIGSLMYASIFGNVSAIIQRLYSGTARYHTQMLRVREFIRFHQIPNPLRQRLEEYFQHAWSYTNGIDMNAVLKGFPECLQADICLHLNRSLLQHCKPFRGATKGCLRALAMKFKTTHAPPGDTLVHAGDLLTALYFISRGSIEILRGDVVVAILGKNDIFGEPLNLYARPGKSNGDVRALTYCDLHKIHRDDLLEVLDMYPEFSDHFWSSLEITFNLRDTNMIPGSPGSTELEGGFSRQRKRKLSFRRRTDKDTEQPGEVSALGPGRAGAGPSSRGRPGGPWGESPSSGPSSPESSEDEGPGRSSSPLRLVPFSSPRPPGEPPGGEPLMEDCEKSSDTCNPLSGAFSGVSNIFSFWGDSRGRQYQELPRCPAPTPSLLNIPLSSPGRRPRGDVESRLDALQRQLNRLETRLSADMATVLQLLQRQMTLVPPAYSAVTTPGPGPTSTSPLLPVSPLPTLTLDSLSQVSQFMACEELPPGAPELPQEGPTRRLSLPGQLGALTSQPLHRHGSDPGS
#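 U2OS cells were transduced with wild-type KCNH2 virus (2.03 x 10^8 / mL) for 4 h at room temperature, then cultured overnight at 37 C. Thallium flux was read with FluxOr dye. Rate constants were normalized to DMSO controls.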
# Starred values were filed as active, the others as inactive; u = inconclusive; x = no result given; & = joins results of further samples; [ ] = remark or other dose. Unless noted, calls follow the shape of the dose curve; as a rule, active = well fitted curve in the direction sought with a large enough effect; inconclusive = small, poorly fitted or top-dose-only effect, or another doubt; inactive = no such curve, though single readings can be large; an effect the other way counts as inactive or inconclusive.
SMILES,Giardia killer,BCR signal inh,A-T KAP1 phos,FBPA coupling cs,TSHR antag,MLL CXXC-DNA inh,TCR act,Tb PFK block,GALK inh,KCNH2 WT inh
O=C(Cn1cnc2ccccc21)N/N=C/c1cccc([N+](=O)[O-])c1,10,-1%,3%,1,-4,-6%,3%,-2%,3%,-6
Clc1ccccc1N1CCN(Cc2ccco2)CC1,4,5%,-1%,1,6,2%,x,0%,2%,-36
O=C1CN(C(=O)CSc2nnc(-c3ccccc3)n2Cc2ccc3c(c2)OCO3)c2ccccc2N1,6,-1%,10%,2,-6,8%,3%,5%,1%,1
CSc1nnc(C)c(=O)n1COC(=O)COc1ccccc1C,-2,-11%,0%,2,-4,14%,2%[46.1 µM],7%,0%,-4
Cc1cccc(NC(=O)CN2C(=O)COc3ccc(Cl)cc32)c1C,0,3%,13%,2,-5,7%,-4%,-3%,0%,0
Cc1cc(C)n2nc(C(=O)Nc3ccc4c(c3)CCC4)nc2n1,-7,u,6%,-3,-3,5%,1%,2%,-5%,-1
CO/N=C/C=C1/N(C)c2ccccc2C1(C)C,-1,2%,-16%,-6,20,3%,0%,4%,-1%,-6
Cc1cc[n+](CC(=O)c2ccc3c(c2)OCCO3)cc1,-14,1%,0%,1,0,3%,-7%[46.1 µM],7%,0%,-21
CN(C)CCCNc1oc(/C=C/c2ccccc2)nc1C#N,-4,1%,30%,1,-1,1%,6%,-6%,x,5
O=C(COc1nsnc1N1CCOCC1)N/N=C/c1ccccc1O,6,0%,-9%,-2,2,-3%,0%[46.1 µM],12%,2%,-3
O=C(CN1CCC(n2nnc3cc(F)ccc32)CC1)NNC(=O)c1ccccc1,-11,9%,-5%,0,-23,-10%,x,4%,-1%,24
O=C(CSc1nnc2ccccn12)NNC(=O)c1ccc(Br)cc1,-3,10%,6%,3,12,1%,2%,-4%,-2%,12

# Record cards, as listed above. Order of screens: Giardia killer, BCR signal inh, A-T KAP1 phos, FBPA coupling cs, TSHR antag, MLL CXXC-DNA inh, TCR act, Tb PFK block, GALK inh, KCNH2 WT inh
# O=C(COc1nsnc1N1CCOCC1)N/N=C/c1ccccc1O in the list: 6, 0%, -9%, -2, 2, -3%, 0%[46.1 µM], 12%, 2%, -3
# O=C(Cn1cnc2ccccc21)N/N=C/c1cccc([N+](=O)[O-])c1 in the list: 10, -1%, 3%, 1, -4, -6%, 3%, -2%, 3%, -6
# Cc1cc[n+](CC(=O)c2ccc3c(c2)OCCO3)cc1 in the list: -14, 1%, 0%, 1, 0, 3%, -7%[46.1 µM], 7%, 0%, -21

# Remaining list, next part:
SMILES,Giardia killer,BCR signal inh,A-T KAP1 phos,FBPA coupling cs,TSHR antag,MLL CXXC-DNA inh,TCR act,Tb PFK block,GALK inh,KCNH2 WT inh
COC(=O)CCN(C(=O)c1ccc(C)c([N+](=O)[O-])c1)c1ccccn1,-3,6%,1%,3,-19,20%,-5%,5%,0%,-6
COc1ccc([C@H]2[C@H]3C=CC[C@@H](C)[C@@H]3C(=O)N2Cc2ccccc2)cc1Cl,-6,1%,39%,-2,-9,9%,1%,3%,-3%,-9
CCc1c(C)nc2cc(-c3ccc(Cl)cc3)[nH]n2c1=O,14,-12%,-12%,0,-2,21%,-54%,1%,-2%,-1
Fc1ccccc1Cc1noc(CN2CCCC(CN3CCOCC3)C2)n1 (configuration not stated),1,3%,5%,1,-1,1%,0%,7%,-1%,1
Cc1cnc(C(=O)N2CCN(c3ccc(C(F)(F)F)cn3)CC2)cn1,-2,3%,5%,-1,-4,-4%,1%,2%,0%,-1
CCOC(=O)C(NC(C)=O)(Nc1ccc(S(=O)(=O)Nc2nccs2)cc1)C(F)(F)F (configuration not stated),3,0%,0%,6,7,-5%,-4%,13%,0%,-9
COc1cc(OC)cc(C(=O)NCCNc2nc3cc(C)cc(C)c3cc2C#N)c1,27,-5%,11%,5,-7,13%,4%,6%,0%,7
O=C(CCCN1C(=O)c2ccccc2C1=O)NC1CCCCCC1,-5,u,4%,0,0,8%,-4%,-2%,-4%,5
CCOC(=O)C1CCCN(c2nc3ccccc3nc2C(C#N)C(=O)OC(C)C)C1 (configuration not stated),-9,-5%,2%,-8,6,12%,4%[46.1 µM],-4%,2%,-11
CS(=O)(=O)N1CCN(C2Cc3ccccc3C2)CC1,-2,10%,1%,2,3,14%,x,-1%,1%,-13
CCCNC(=O)NS(=O)(=O)c1ccc(Cl)cc1,2,-2%,-12%,0&1&0,-12&10,11%&1%,-2%,2%,-1%,18
COc1ccc(NC(=O)CN2C(=O)NC3(CCCC3)C2=O)cc1S(=O)(=O)N1CCCCC1,2,4%,-5%,x,-5,x,1%,-8%,x,0

# A few values from the list.
# For KCNH2 WT inh, CCc1c(C)nc2cc(-c3ccc(Cl)cc3)[nH]n2c1=O has -1
# For Giardia killer, O=C(CCCN1C(=O)c2ccccc2C1=O)NC1CCCCCC1 has -5
# For Giardia killer, CCOC(=O)C(NC(C)=O)(Nc1ccc(S(=O)(=O)Nc2nccs2)cc1)C(F)(F)F (configuration not stated) has 3

# More records:
SMILES,Giardia killer,BCR signal inh,A-T KAP1 phos,FBPA coupling cs,TSHR antag,MLL CXXC-DNA inh,TCR act,Tb PFK block,GALK inh,KCNH2 WT inh
CCC(C)NC(=O)CSc1nc2c(sc3ccccc32)c(=O)n1CCCN1CCOCC1 (configuration not stated),5,2%,x,4,-16,5%,-1%,1%,4%,0
CC(=O)Nc1ccc(C(=O)N/C(=C\c2ccccc2)C(=O)Nc2cccc(C(=O)O)c2)cc1,7,-18%,1%,2,-5,-6%,4%,4%,-2%,-6
COc1ccc(N2CCN(C3CCCN(Cc4cccc(C)c4)C3)CC2)cc1 (configuration not stated),-4,-1%,-11%,4,1,-2%,-4%,-2%,0%,19
Nc1ccn(Cc2ccccc2)n1,1,6%,8%,1,7,5%,7%,-1%,4%,3
COc1cccc(NC(=O)CN(C)S(=O)(=O)/C=C/c2ccccc2)c1,-2,4%,1%,x,-2,x,1%,1%,x,12
CCN(CC)CCC(=O)N1c2ccccc2Sc2ccc(NC(=O)OC)cc21,7,u,7%,2,-19,1%,3%,-1%,6%,12
COc1ccc(N(CC(=O)Nc2ccc3c(c2)OCO3)S(=O)(=O)c2ccccc2)cc1OC,-1,2%,-2%,0,-6,-1%,-4%,-1%,4%,-29
COc1ccccc1NC(=O)c1ccc(N2CC3CC(C2)c2cccc(=O)n2C3)c(NC(=O)c2ccncc2)c1 (configuration not stated),-8,0%,1%,-3,9,-8%,-9%,-11%,6%,-3
CCOc1ccc(OCC)c(N=c2oc3c(C)ncc(CO)c3cc2C(N)=O)c1,4,9%,2%,-2,10,-7%,2%,1%,3%,-11
CSc1ncccc1C(=O)N1CCN(S(=O)(=O)c2cc(C)ccc2C)CC1,-4,-2%,-2%,4,4,24%,2%,1%,-2%,-8
CC(=O)NC(Cc1cc(C)ccc1C)C(=O)N1CCN(C(=O)c2ccc([N+](=O)[O-])cc2)CC1 (configuration not stated),-8,6%,3%,2,-1,6%,0%,-3%,4%,-1
Cc1ccccc1-c1nnn(C/C(N)=N/O)n1,9,10%,-1%,0,-1,2%,-2%,-9%,-2%,-9
Cc1cc(C)cc(Oc2c(C(F)(F)F)oc3cc(OCC(=O)O)ccc3c2=O)c1,-13,-1%,13%,9,-9,1%,12%,4%,0%,-3
COc1cc(OC)c2c(-c3ccccc3)cc(=O)oc2c1C(CC(=O)N1CCOCC1)c1ccc2c(c1)OCO2 (configuration not stated),2&8,2%,6%,2&1,2,11%,2%,1%,-3%,x

# Compound activity (PubChem BioAssay)
